# Assay outcomes deposited in PubChem by several laboratories.
# LYPLA2 inh – counter-screen for PME1 inhibitors: inhibitors of human LYPLA2; actives 0.38% (n = 320,000); O95372; inhibition, % at 5.9 µM; recombinant LYPLA2, FP-Rh probe fluorescence polarization;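 active means inhibition above the screen-wide mean plus 3 SD, limit set per campaign, cut at about 26% in these data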;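 further: 0% = LYPLA2 with DMSO and 100% = wells lacking LYPLA2 enzyme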
# Target sequence (O95372 whole entry, looked up): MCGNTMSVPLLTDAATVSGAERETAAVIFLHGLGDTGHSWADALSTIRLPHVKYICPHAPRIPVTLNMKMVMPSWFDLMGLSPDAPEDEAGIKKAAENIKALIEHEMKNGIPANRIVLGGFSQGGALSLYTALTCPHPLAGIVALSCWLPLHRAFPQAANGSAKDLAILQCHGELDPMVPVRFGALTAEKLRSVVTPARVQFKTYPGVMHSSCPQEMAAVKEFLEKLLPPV
# PREPL inh – inhibits the human prolyl oligopeptidase-like enzyme; Q4J6C6; actives 0.68% (n = 320,000); inhibition, % at 5.96 µM; recombinant PREPL, fluorescence polarization activity-based probe; in the data active means inhibition above about 43%;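 further: 0% = enzyme with DMSO and 100% = wells lacking enzyme; many of its hits are not listed in these tables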
# CTSL1 counter – counter-screen for PFM18AAP inhibitors: inhibitors of F. hepatica cathepsin L1; recombinant F. hepatica cathepsin L1, Z-Leu-Arg-MCA fluorescence; inhibition, % at 5.96 µM; actives 0.49% (n = 300,000);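 active means inhibition above the mean of all tested compounds plus 3 SD, set per screening campaign, cut at about 17% in these data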;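 further: 0% = plate median of test compound wells and 100% = 1 µM Z-Phe-Ala-diazomethylketone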
# HCV core dimer – blocks dimerization of HCV core protein; TR-FRET GST/Flag-core106 dimerization, 1536-well; inhibition, % at 5 µM; actives 0.33% (n = 300,000);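 active means inhibition above the mean of all tested compounds plus 3 SD, set per screening campaign, cut at about 45% in these data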
#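 System: GST-tagged and Flag-tagged HCV core protein residues 1-106 / Input: core106 proteins, GST 13.5 nM and Flag 17 nM / Buffer or medium: KF-containing HEPES buffer, pH 7.45, DTT, CHAPS, BSA / Probe or stimulus: Eu-anti-GST and XL665-anti-Flag labelled anti-tag antibodies / Schedule: 4 h, 22.5 °C incubation / Technique: TR-FRET 671 and 617 nm emission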
# Efflux pump inh – blocks antifungal efflux pumps in multiplex yeast assay. inhibition, % at 10 µM. S. cerevisiae Candida pump triplex, Nile Red efflux. actives 0.44% (n = 330,000). AID 485275;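 active means plate passing quality check with inhibition over a set limit, or well fluorescence over plate mean plus 4 SD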;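 further: Nile Red retained in pooled yeast measured as flow cytometry median fluorescence; 0% = buffer negative control and 100% = Enniatin B positive control; higher means more Nile Red kept so more efflux inhibition; some compounds called inactive have numbers as strong as hits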
# TPT1 inh – C. albicans TPT1 enzyme inhibition; actives 0.81% (n = 300,000); recombinant caTPT1, FP RNA substrate dephosphorylation; AID 1962; inhibition, % at 5 µM;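 active means inhibition above the mean of all tested compounds plus 3 SD, set per screening campaign, cut at about 24% in these data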;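 further: plate controls were DMSO alone for no effect and ferristatin control at 100 nM for full effect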
# GASC-1 inh – blocks human GASC-1 demethylase activity; Q9H3R0; AID 2099; inhibition, % at 2.35 µM; actives 0.069% (n = 330,000); GST-JMJD2C(1-420) H3K9me3 demethylation, DELFIA europium;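 active means more than half of a compound's replicate wells show inhibition beyond 50%, single wells judged on their own value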;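 further: signal counts dimethyl H3K9 product captured on neutravidin plate; 0% = median of DMSO wells and 100% = 0.3 times that DMSO median; strong numbers were not always called active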
# PP1 counter – counter-screen for PP5 inhibitors: inhibitors of human PP1-alpha; AID 2235; inhibition, % at 6.7 µM; P62136; purified PP1alpha, OMFP fluorescence; actives 0.9% (n = 320,000);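 active means inhibition above the mean inhibition of all tested compounds plus 3 SD, computed separately for each screening campaign, cut at about 15% in these data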
# Target sequence (P62136 whole entry, looked up): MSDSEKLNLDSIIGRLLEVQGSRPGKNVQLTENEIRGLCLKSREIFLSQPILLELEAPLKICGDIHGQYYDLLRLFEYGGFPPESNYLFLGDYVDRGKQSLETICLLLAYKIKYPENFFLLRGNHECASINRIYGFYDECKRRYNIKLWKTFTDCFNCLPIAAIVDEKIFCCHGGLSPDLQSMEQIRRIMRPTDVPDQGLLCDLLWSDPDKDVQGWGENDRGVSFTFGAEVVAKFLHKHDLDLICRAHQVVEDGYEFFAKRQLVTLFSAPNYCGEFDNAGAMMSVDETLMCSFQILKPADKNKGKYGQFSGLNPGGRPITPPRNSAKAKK
# PP5 primary – PP5 (human) phosphatase inhibition. actives 0.18% (n = 320,000). inhibition, % at 6.7 µM. P53041. purified PP5c, OMFP substrate fluorescence;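 active means inhibition above the campaign's mean inhibition across all tested compounds plus 3 SD, cut at about 9.5% in these data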;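 further: 0% = DMSO only and 100% = 100 µM cantharidin control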
# Target sequence (P53041 whole entry, looked up): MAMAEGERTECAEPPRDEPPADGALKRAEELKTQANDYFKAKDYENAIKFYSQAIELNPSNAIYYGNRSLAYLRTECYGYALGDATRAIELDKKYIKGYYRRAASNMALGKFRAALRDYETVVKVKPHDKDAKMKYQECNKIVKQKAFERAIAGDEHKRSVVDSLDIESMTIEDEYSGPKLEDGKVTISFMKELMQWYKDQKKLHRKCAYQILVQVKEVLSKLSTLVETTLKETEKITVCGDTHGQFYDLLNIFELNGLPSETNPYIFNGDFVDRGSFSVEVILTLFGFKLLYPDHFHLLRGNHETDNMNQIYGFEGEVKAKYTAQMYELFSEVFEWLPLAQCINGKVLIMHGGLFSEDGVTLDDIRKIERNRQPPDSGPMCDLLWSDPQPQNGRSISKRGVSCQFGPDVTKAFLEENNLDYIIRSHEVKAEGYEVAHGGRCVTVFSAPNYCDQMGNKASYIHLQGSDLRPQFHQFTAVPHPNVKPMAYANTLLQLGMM
# An asterisk follows results filed as active; . = no result given; & = joins results of further samples. An excerpt, so the mix of outcomes need not match the whole.
Structure,GASC-1 inh,PP1 counter,HCV core dimer,Efflux pump inh,PP5 primary,CTSL1 counter,LYPLA2 inh,TPT1 inh,PREPL inh
CCN(CC)CCSc1nc2ccccc2c(=S)n1-c1ccccc1,35.6,7.0,-3.5,0.1,-1.2,1.3,-5.6,0.5,-9.6
O=C(c1ccccn1)N1CCN(c2ccc(C(F)(F)F)cn2)CC1,4.2,-4.0,-3.8,0.0,0.2,-1.6,3.0,1.0,-3.3
COc1cc(NC(=S)NCCCO)c(OC)cc1Cl,-7.5,-1.9,2.9,0.2,4.2,-1.8,-6.6,-0.9,8.5
O=C(O)c1ccc(NS(=O)(=O)c2cccc(C(=O)Nc3ccc([N+](=O)[O-])cc3)c2)cc1,-2.8,-0.7,2.2,-0.1,2.3,-2.6,5.0,2.1,2.0
CC(C)CC(=O)N1CCN(C(=O)c2ccc(F)cc2)CC1,-12.3,-2.3,-1.1,0.1,3.4,5.5,-0.4,-3.9,2.5
O=C(NCc1cccnc1)c1ccc(-c2cc(Cl)ccc2Cl)o1,-1.0,4.3,-0.1,0.0,3.3,1.4,-1.9,1.1,-1.4
Cc1ccc(C)c(C(=O)COc2ccccc2[N+](=O)[O-])c1,-1.2,-0.7,1.5,1.2,0.8,-1.1,-4.1,-0.4,-3.6
CN(C)C1N(C(=O)c2ccccc2)N=C2c3ccccc3S(=O)(=O)N21 (configuration not stated),6.9,-2.7,-0.7,0.2,-0.1,0.5,4.2,-1.6,0.6
CC(=O)c1ccc(NC(=O)c2cn(-c3ccccc3)nc2-c2ccncc2)cc1,-8.1,-1.0,5.2,0.1,0.2,4.2,5.1,4.3,11.3
CCOC(=O)CCC(=O)N1CCOCCN(C(=O)CCC(=O)OCC)CCOCC1,3.2,-3.5,-4.9,0.0,-5.7,3.0,5.5,3.1,0.0
Cc1occc1C(=O)N1CCN(C(=O)C2CCCO2)CC1 (configuration not stated),10.0,-1.0,-7.4,-0.2,0.2,-4.0,3.7,-0.2,-3.9
CC(C)=CC(=O)Nc1nnc(-c2ccccc2)s1,0.8,-1.5,-5.3,0.0,0.0,1.1,-5.8,-3.7,9.7
COC(=O)c1ccc(CSc2ncnc3c2nnn3-c2ccc(OC)cc2)o1,1.2,-4.6,-3.6,-0.1,-0.2,-1.5,5.1,-0.6,-0.8
COc1ccc(CCNC(=O)COc2cc(=O)n(C)c3ccccc23)cc1OC,-5.2,-4.7,-2.8,-0.1,0.6,1.9,0.6,0.1,-4.3
COc1ccc(NC(=O)CSc2nc3sc4c(c3c(=O)n2-c2ccc(OC)cc2)CCN(C)C4)cc1,-5.6,13.5,-28.3,0.3,-0.7,2.8,0.8,2.3,29.7
CCc1n[nH]c(=S)n1/N=C/c1cc(OC)cc([N+](=O)[O-])c1O,-8.2,1.4,-3.6,-0.1,-0.4,-0.4,8.5,-1.1,7.8
COc1cc(OC)c(N(C)S(=O)(=O)c2cccc(C(=O)OCC(=O)NCc3ccco3)c2)cc1Cl,-8.1,0.7,6.0,0.3,2.0,2.2,-8.4,-2.8,-4.7
COC(=O)c1ccc(N2CCN(CCNC(=O)Nc3ccc(OC)cc3)CC2)cc1,1.7,-2.3,0.9,0.0,1.6,-1.0,-0.9,-0.4,-3.5
COc1cc(/C=C2/NC(=O)N(c3cccc(Cl)c3)C2=O)ccc1O,3.3,1.1,-22.7,-0.1,-0.1,-0.3,-8.4,-3.4,22.9
C/C(=N\NC(=O)c1ccc(Cl)cc1)c1ccccn1,2.3,-1.9,-4.6,0.0,-1.8,-4.9,0.1,1.3,5.6
COc1ccc(C(=O)Nc2cccc(-c3nc4ncccc4o3)c2C)cc1OC,-6.2,-4.5,-6.5,-0.1,-0.6,-1.0,5.2,-4.6,16.6
OC(CN1CCN(Cc2ccccc2)CC1)c1ccc(F)cc1 (configuration not stated),-2.9,-3.7,-8.8,0.2,2.0,-2.7,3.9,3.4,1.6
CCOc1ccccc1C1C(C#N)=C(N)Oc2cc(C)n(Cc3ccccn3)c(=O)c21 (configuration not stated),-1.1,2.2,-0.2,-0.2,-3.6,0.9,-2.2,-2.1,-1.7
O=C(/C=C/c1ccccc1Cl)N1CCOCC1,-2.3,1.4,2.0,-0.1,2.5,-2.4,1.6,-0.6,1.0
C/C(=N/NC(=O)c1cccs1)c1ccco1,-1.3,-2.6,-4.7,-0.1,1.8,9.1,1.5,0.6,0.0
O=C(NCC1CCCO1)C(c1ccco1)N(Cc1ccc(F)cc1)C(=O)CN1C(=O)c2ccccc2S1(=O)=O (configuration not stated),-17.1,-5.2,-17.4,-0.1,2.5,0.4,5.2,-2.3,14.3
N#Cc1c(-c2cccnc2)cc(-c2ccccc2)nc1N,0.1,-3.2,2.5,0.0,0.3,-0.6,4.8,1.8,-16.2
CC1(C)COC(/C=C/c2cccc([N+](=O)[O-])c2)=N1,-4.2,-0.5,1.6,0.0,3.0,-5.4,0.3,7.1,0.5
Cn1c(=O)cc(OCC(=O)Nc2ccccn2)c2ccccc21,-3.8,-3.3,1.0,0.2,4.2,-4.2,4.2,5.0,5.7
Cc1ccc(C(=O)/C=C/c2cn(CN3CCN(C)CC3)c3ccccc23)cc1,-9.9,2.0,1.3,-1.1,5.1,0.9,-6.4,11.7,25.1

# Further structures
Structure,GASC-1 inh,PP1 counter,HCV core dimer,Efflux pump inh,PP5 primary,CTSL1 counter,LYPLA2 inh,TPT1 inh,PREPL inh
CC(=O)NC1(C2CCCCC2=O)CCCCC1 (configuration not stated),12.3,-4.6,0.1,0.2,-1.8,5.8,1.9,2.3,3.3
CNS(=O)(=O)c1cccc(C(=O)OC2CCOC2=O)c1 (configuration not stated),3.8,4.9,-19.1,0.0,-1.2,-3.1,0.6,-5.0,12.9
O=C1C2C3C=CC(C4CC34)C2C(=O)N1CCc1ccccc1 (configuration not stated),-0.7,1.6,-2.0,0.2,2.1,0.6,9.7,1.8,1.9
O=C(Nc1ccc(N2CCOCC2)cc1)C1CCCN(S(=O)(=O)c2cccc(C(F)(F)F)c2)C1 (configuration not stated),79.1&-8.7,3.0,-6.0,0.0,3.3,4.4,3.1,-5.6,7.2
COCCn1c(SCC(=O)Nc2nnc(C)s2)nnc1-c1ccncc1,-8.1,-2.4,-2.8,-0.1,1.0,0.5,-1.5,-0.2,5.8
COc1ccc(C)cc1NC(=O)COC(=O)C1CC1,7.4,2.3,-6.7,-0.2,1.9,-5.2,-1.3,1.5,-0.2
O=C(Nc1cccc(-c2cnc3ccccc3n2)c1)c1ccco1,12.1,2.5,5.0,-0.1,0.7,3.9,-5.8,-3.0,-49.6
COc1ccc(S(=O)(=O)N2CCCOC2CNC(=O)C(=O)NC2CCCC2)cc1 (configuration not stated),-0.4,-1.9,-3.8,0.0,-0.2,-1.1,18.5,-1.8,12.6
CSc1nc(-c2ccco2)cc(C(F)(F)F)c1C#N,13.7,-4.5,5.7,0.1,4.6,2.1,1.2,0.0,1.5
Cc1ccc(NC(=O)COc2ccc(S(=O)(=O)N3CCOCC3)cc2)cc1,-19.7,1.9,-0.5,0.1,0.6,-3.3,-0.9,0.5,4.7
O=C(NCCCN1CCCC1=O)c1cc2ccccc2o1,.,-3.3,.,0.0,-1.4,.,0.5,.,2.1
Cc1onc(-c2c(F)cccc2Cl)c1C(=O)N1C=CC(C(F)(F)Cl)=NCC1,0.7,-0.6,1.5,0.0,-0.8,-1.7,-5.1,-3.2,4.6
COc1ccc(N2C(=O)CC(c3ccccc3)CC2=O)cc1,1.3,1.6,.,-0.1,1.4,.,-0.1,.,12.0
COc1cccc(-c2cc(C(F)(F)F)c3c(N)c(C#N)sc3n2)c1,0.4,-0.7,-1.8,0.0,0.2,3.3,-1.2,-5.0,3.0
Cc1ccc(-c2csc(N3CCN(c4cc5c(cc4Cl)nc(C)n5CCN4CCCCC4)CC3)n2)cc1,-3.6,5.7,0.3,0.2,3.1,4.8,-7.9,4.1,33.4
Cc1ccnc(NC(=O)Nc2cccc(F)c2)c1,3.2,-4.1,12.1,0.1,0.9,-0.9,-3.8,-5.2,1.5
O=C(Cn1nnc(-c2ccc3c(c2)OCO3)n1)NCc1ccccc1,18.4,-4.0,-1.4,-0.1,-1.2,-0.6,0.0,-0.1,-3.3
O=C(Cc1ccc(F)cc1)N1CCN=C1SCc1cccc([N+](=O)[O-])c1,-0.4,-5.0,3.6,0.1,-1.3,-0.8,7.8,-1.8,36.1
Cc1ccc(N(C(=O)CNC(=O)c2ccco2)C(C(=O)NC2CCCCC2)c2ccncc2)cc1F (configuration not stated),3.3,1.2,5.7,-0.1,0.8,-0.8,-0.3,-0.9,0.0
CCCOc1ccc(-c2nc(-c3ccc([N+](=O)[O-])cc3)cs2)cc1,18.0,-1.9,-1.8,0.5,0.3,3.2,1.7,-1.1,14.0
O=c1c2ccccc2[nH]c(=S)n1C1CCCCC1,8.4,-0.7,-1.6,-0.2,3.0,-1.1,2.2,-0.1,-9.1
CN(CCC1CCCCO1)C(=O)CCc1nnc(CCc2ccccc2)o1 (configuration not stated),0.0,-0.8,-5.1,1.2,2.3,-5.0,0.3,-3.1,5.4
Cc1cc(C)c[n+](-c2nc3ccccc3nc2[N-]S(=O)(=O)c2ccc(Cl)cc2)c1,1.1,-5.0,0.7,-0.2,-1.5,-1.1,1.3,-3.3,-0.6
COc1cccc(C(=O)Nc2cccc(-c3ccccc3)c2)c1,11.2,4.1,5.0,0.2,4.3,-1.5,-22.1,0.8,-7.7
Cc1ccc(/C=N/n2nnnc2N)o1,-0.9,-1.0,-1.3,0.0,1.1,-0.1,-4.2,-1.1,3.3
COc1ccc(CC(NC(C)=O)C(=O)N2CCN(C(=O)Nc3cccc(Cl)c3)CC2)cc1OC (configuration not stated),3.8,-6.8,-5.9,0.0,-0.8,-4.5,1.4,-1.1,8.1
CCOC(=O)Cn1cnc2c(nnn2-c2cccc(Cl)c2)c1=O,5.5,-3.1,-4.7,0.1,2.9,-0.2,-1.1,0.5,-9.9
COc1cccc(CNS(=O)(=O)c2ccc3c(c2)oc(=O)n3C)c1,1.7,-12.7,-4.1,-0.1,2.5,5.9,-0.9,9.4,3.9
C=C(C)CNC(=O)c1ccc2nc(Cc3ccc(OC)cc3)oc2c1,3.9,0.7,6.2,-0.2,2.9,-5.4,2.7,1.0,8.0

# Already shown: an excerpt of the list.
Structure,GASC-1 inh,PP1 counter,HCV core dimer,Efflux pump inh,PP5 primary,CTSL1 counter,LYPLA2 inh,TPT1 inh,PREPL inh
CC(=O)NC1(C2CCCCC2=O)CCCCC1 (configuration not stated),12.3,-4.6,0.1,0.2,-1.8,5.8,1.9,2.3,3.3
CNS(=O)(=O)c1cccc(C(=O)OC2CCOC2=O)c1 (configuration not stated),3.8,4.9,-19.1,0.0,-1.2,-3.1,0.6,-5.0,12.9
O=C1C2C3C=CC(C4CC34)C2C(=O)N1CCc1ccccc1 (configuration not stated),-0.7,1.6,-2.0,0.2,2.1,0.6,9.7,1.8,1.9
